Bioassay records deposited in PubChem BioAssay by several laboratories.
Dengue-2 NS5 capping: Dengue-2 NS5 methyltransferase inhibitors, primary screen, biochemical, confirmation dose response (AID 588689). Dengue-2 NS5 methyltransferase capping enzyme assay, biochemical; higher % means a stronger effect. inhibition, % at 25 µM; hits with a dose series show IC50 in µM. actives 0.3% (n = 340,000); in the data active means a potency from the dose series; inconclusive means inhibition above about 29% without an active follow-up result
NTR1 ag: agonists of NTR1, primary screen, imaging, U2OS cells, beta-arrestin-GFP, high content (AID 493036) | P30989 | NTR1-U2OS beta-arrestin-GFP spot imaging, agonist mode | actives 0.17% (n = 330,000) | activation, % at 20 µM;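 active means activation at or above 40% of the spot to cytoplasm intensity ratio, with at least 20 cells analyzed; inconclusive means wells under 20 cells, flagged as cytotoxic or low count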;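 further: 0% = DMSO without peptide and 100% = 100 nM NTR1 peptide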
Target sequence (P30989 whole entry, looked up): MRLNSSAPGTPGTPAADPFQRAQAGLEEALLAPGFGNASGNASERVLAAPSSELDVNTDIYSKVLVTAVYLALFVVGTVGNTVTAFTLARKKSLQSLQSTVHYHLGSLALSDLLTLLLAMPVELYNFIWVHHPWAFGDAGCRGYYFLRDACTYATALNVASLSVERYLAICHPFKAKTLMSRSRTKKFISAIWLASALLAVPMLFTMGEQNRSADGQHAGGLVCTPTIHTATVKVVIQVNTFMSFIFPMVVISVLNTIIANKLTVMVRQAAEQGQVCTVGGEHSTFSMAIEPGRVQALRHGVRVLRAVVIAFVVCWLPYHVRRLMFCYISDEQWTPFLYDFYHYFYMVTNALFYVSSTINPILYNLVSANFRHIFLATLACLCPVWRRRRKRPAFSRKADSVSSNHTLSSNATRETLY
K1F lysis inhibition: inhibition of K1F phage lysis, E. coli UTI89, bacterial capsule biogenesis inhibitors, alamar blue (AID 488966) | actives 0.02% (n = 340,000) | E. coli UTI89 K1F phage lysis, alamar blue, 2 h; higher % means a stronger effect | one-dose inhibition, % at 100 µM; IC50 in µM for titrated hits;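 active means phage lysis inhibition, versus mean bacterial control, above a set limit; inconclusive means no clear call, values can overlap the other calls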;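 further: capsule biogenesis inhibitors block K1F phage lysis so surviving cells raise fluorescence; higher fluorescence means more inhibition of phage lysis; actives were called in the ten point dose series up to 300 µM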
NTR1 ag cell count 20 µM: second read-out of NTR1 ag, no call of its own (marks repeat the call); cell count; measured here: cell count, cytotoxicity flag
Dengue-2 NS5 capping pilot replicate: second read-out of Dengue-2 NS5 capping, no call of its own (marks repeat the call); inhibition, %; measured here: pilot screen replicate inhibition
* = called active by the depositor; u = inconclusive; [ ] = another dose, or the depositor's remark. This is a subset; rates above refer to the full screens.

SMILES	Dengue-2 NS5 capping	NTR1 ag	NTR1 ag cell count 20 µM	K1F lysis inhibition	others
Nn1c(SCC(=O)NCCc2ccc(S(N)(=O)=O)cc2)nnc1C1CCCCC1	-2.2%	-0.1	56	0.6%[50 µM]
Cc1ccsc1C(=O)N(C)CC(=O)Nc1ccccc1Br	-12.3%	2.2	49	1.4%[50 µM]
Cc1ccc(S(=O)(=O)N2CCCN(C(=O)c3ccc(-n4nccc4C)cc3)CC2)cc1	-5.1%	3.0	70	0.5%[50 µM]
CC(C)(O)CC[C@@H](O)[C@](C)(O)C1CC[C@@]2(O)C3=CC(=O)[C@@H]4C[C@@H](O)[C@@H](O)C[C@]4(C)C3CC[C@]12C (stereo not given in full)	-1.6%	-1.3	72	5.0%
O=C(COC(=O)c1ccccc1O)NCc1ccco1	4.0%	1.9	55	-1.1%
CC1(C)CC[C@]2(C(=O)O)CC[C@]3(CO)C(=CCC4[C@@]5(C)C[C@H](O)[C@H](O)[C@@](C)(C(=O)O)C5CC[C@]43C)[C@@H]2C1 (stereo not given in full)	2.5%	-0.1	49	-2.7%
O=C(CN1C(=O)NC2(CCCC2)C1=O)NCc1ccc(Cl)cc1	-14.8%	-0.7	60	0.8%[50 µM]
O=C(CSc1ncnc2sccc12)Nc1ccc(S(=O)(=O)N2CCOCC2)cc1	3.7%	-1.2	51	1.2%[50 µM]
CN(C)C(=O)CCc1ccc2c3c([nH]c2c1)[C@]1(C)[C@@H](C(=O)N2CCCCC2)C[C@H](CC(=O)NCCCn2ccnc2)C(=O)N1CC3	-5.6%	2.5	65	-0.2%	Dengue-2 NS5 capping pilot replicate=2.7
Cc1ccnc2nc(C(=O)OCC(=O)c3ccc(NC(=O)CC(C)C)cc3)nn12	-11.9%	0.6	71	1.7%
C=CC[C@@H](CC(=O)N[C@@H](CO)Cc1ccccc1)C(=O)N[C@H](COC(=O)[C@@H](CC=C)Cc1ccc(F)cc1)Cc1ccccc1	0.8%	-0.9	62	3.2%
COc1ccc(NC(=O)Nc2cccc3c2O[C@H](CN(C)S(=O)(=O)c2ccc(F)cc2)[C@@H](C)CN([C@H](C)CO)C3=O)cc1	-68.6%	-0.3	40	0.6%
O=C(NCCc1ccc(F)cc1)c1cccc2c1C(=O)c1ccc(N3CCC(Cc4ccccc4)CC3)cc1S2(=O)=O	u	1.2	59	0.4%
CC(=O)Nc1ccc(C=NNc2ccc([N+](=O)[O-])cc2S(=O)(=O)Nc2ccccc2C(=O)O)cc1	-16.9%	-1.1	58	-0.5%[50 µM]
CC(OC(=O)c1ccc(C#N)cc1)C(=O)Nc1ccc(Cl)cn1 (stereo not given)	0.0%	2.5	64	0.6%[50 µM]
COc1ccc2[nH]c3c(c2c1)CCN1C(=O)C(CC(=O)NC(C)(C)C)C[C@H](C(=O)N2CCCCC2)[C@@]31CCc1ccccc1 (stereo not given in full)	2.6%	0.8	63	0.4%
Cn1cccc1C(=O)NC(=O)COC(=O)c1ccc(S(C)(=O)=O)cc1	-6.9%	-0.3	56	3.4%
COc1ccccc1CNC(=O)COC(=O)c1cc2ccccc2o1	-5.0%	0.3	56	1.5%
Cc1cc(C(=O)NN=Cc2ccc(OC(=O)c3ccco3)cc2)c(C)o1	-0.8%	0.3	61	>150µM*
C=CC[C@@H](CC(=O)N[C@@H](CO)Cc1ccccc1)C(=O)N[C@H](COC(=O)[C@H](CC=C)CC(=O)OC(C)(C)C)Cc1ccccc1	-1.4%	-1.8	46	0.6%
CC(C)[C@H](NS(=O)(=O)c1ccccc1)C(=O)OCC(=O)NC1CCCCC1	-4.4%	-1.7	48	0.6%[50 µM]
Cc1cc(=O)oc2cc(OCC(=O)NC3CCCCC3)c(Cl)cc12	-0.8%	2.3	63	2.2%
O=C(NCC1CC1)c1cccc2c1C(=O)c1ccc(-c3ccc(OC(F)(F)F)cc3)cc1S2(=O)=O	0.0%	4.0	46	0.3%
CC(N=C1NS(=O)(=O)c2ccccc21)C(=O)NCc1ccc(F)cc1 (stereo not given)	4.7%	-0.5	61	2.4%
O=C1CC/C=C\C[C@@H](CC(=O)N(CCO)Cc2ccccc2)C(=O)N[C@H](Cc2c[nH]c3ccccc23)CO1	3.1%	3.1	61	0.7%
CCN1C(=O)[C@H]2[C@H]3CN=C(SCc4ccc(C(=O)OC)cc4)N3[C@@](C)(C(=O)OC)[C@H]2C1=O	1.3%	0.3	69	0.2%	Dengue-2 NS5 capping pilot replicate=-1.2
COC(=O)c1ccc(/C=C/c2c(-c3ccc(OC)cc3)sc3ccccc23)cc1	-6.6%	2.2	43	0.2%
CCOC(=O)C1=CN(Cc2ccco2)S(=O)(=O)N(C)C1c1ccc2ccccc2c1 (stereo not given)	-2.3%	2.3	59	0.0%	Dengue-2 NS5 capping pilot replicate=0.0
O=C(CSc1n[nH]c(=O)n1C1CC1)Nc1ccc(F)c(Cl)c1	-11.7%	3.8	68	-4.0%
Nc1ncnc2c1ncn2[C@@H]1O[C@H](CNCc2ccc(OCc3ccccc3)cc2)[C@@H](O)[C@H]1O	-4.6%	-0.7	51	0.3%	Dengue-2 NS5 capping pilot replicate=-7.7
CC1CCCCC1NC(=O)Cn1cnc2sccc2c1=O (stereo not given)	0.0%	0.9	47	0.7%[50 µM]
Cc1ccnc2nc(C(=O)OCC(=O)N(Cc3ccccc3)C(C)C)nn12	-1.1%	0.9	49	0.5%[50 µM]
O=C(COC(=O)CNC(=O)C1CCCCC1)NCc1ccc(Cl)cc1	6.0%	0.7	66	0.3%[50 µM]
Cc1cccc(NC(=O)CNC(=O)Cn2cc(C(F)(F)F)cc(Cl)c2=O)c1C	3.6%	0.1	53	1.3%[50 µM]
Cc1noc(C)c1S(=O)(=O)N(C)C[C@H]1Oc2c(cccc2N(C)C)C(=O)N([C@H](C)CO)C[C@@H]1C	3.3%	0.9	60	1.6%	Dengue-2 NS5 capping pilot replicate=-1.2
O=C(CSc1ncn[nH]1)Nc1ccc(Br)cc1Br	10.8%	3.2	57	0.3%[50 µM]
CCN(CC(=O)Nc1cc(Cl)ccc1C)C(=O)CSCc1ccccc1	-2.2%	0.2	70	0.3%[50 µM]
O=C(NCC(c1ccc(F)cc1)N1CCOCC1)c1ccc([N+](=O)[O-])o1 (stereo not given)	3.9%	3.6	57	-5.2%
COc1ccc(-c2noc(CCC(=O)N3CCN(c4cccc(Cl)c4)CC3)n2)cc1	-0.7%	18.8	61	0.2%
COc1ccc(Cl)cc1NC(=O)COC(=O)Cc1cc(OC)c(OC)c(OC)c1	-7.4%	2.7	47	-1.4%
COc1cc(C#Cc2c(-c3cncn3C)n(C)c3ccc(Br)cc23)cc(OC)c1	1.6%	2.2	50	5.3%
Clc1ccc(Cc2ccccn2)cc1	4.4%	-0.5	59	1.2%[50 µM]
Cc1ccc(C)c(NC(=O)CN(C)C(C)C(=O)N2CCCC2)c1 (stereo not given)	-8.6%	-0.8	77	-0.9%
COc1ccc2[nH]c3c(c2c1)CCN1C(=O)C(CC(=O)NCCC2=CCCCC2)C[C@H](C(=O)N(C(C)C)C(C)C)[C@@]31C (stereo not given in full)	-3.3%	14.0	56	0.2%
Cc1nnc(SC(C)C(=O)Nc2ccc(N3CCOCC3)cc2)n1Cc1ccccc1 (stereo not given)	1.5%	-0.4	54	0.5%[50 µM]
C[C@H]1O[C@@H](O[C@H]2CC[C@@]3(C)C(CC[C@]4(C)C3C=CC3=C5CC(C)(C)CC[C@]5(CO)[C@H](O)C[C@]34C)[C@]2(C)CO)[C@H](O)[C@@H](O[C@@H]2O[C@H](CO)[C@@H](O)[C@H](O)[C@H]2O)[C@H]1O (stereo not given in full)	2.0%	2.4	45	1.0%
C=CCn1c(SCC(=O)N(C)C2CCCCC2)nnc1C1CC1	0.8%	1.2	38	0.8%[50 µM]
CCOc1ncccc1C(=O)Nc1cccc(-n2cnnn2)c1C	-6.0%	-0.1	61	0.4%[50 µM]
COc1cc(S(=O)(=O)N2CCn3cccc3C2C)ccc1NC(C)=O (stereo not given)	-9.2%	-1.1	53	0.5%[50 µM]
C[C@@]12CCC=C[C@H]1[C@H](c1ccccc1Br)N(Cc1ccccc1)C2=O	0.3%	5.1	48	-0.1%	Dengue-2 NS5 capping pilot replicate=-1.2
O=C(NC1CCS(=O)(=O)C1)c1ccc(Br)s1 (stereo not given)	-4.0%	-0.8	49	0.8%
COc1ccc([C@@H]2CC=C(C(=O)O)[C@H](c3ccc(C(C)(C)C)cc3)N2S(=O)(=O)c2ccc(C)cc2)cc1OC	2.6%	7.8	60	0.1%
CC(OC(=O)C1=COCCO1)C(=O)NC1(C#N)CCCCC1 (stereo not given)	3.5%	0.1	57	1.1%
CC(C)N(C(=O)[C@H]1C[C@H](CC(=O)NC(C)(C)C)C(=O)N2CCc3c([nH]c4ccc(Cl)cc34)[C@]12C)C(C)C	-2.6%	8.0	59	-0.3%
CC(Sc1nnc(C2CC2)n1C)C(=O)Nc1ccc2c(c1)CCC2 (stereo not given)	5.2%	-2.4	62	0.6%[50 µM]
Cc1ccc([C@H]2C(C(=O)O)=CC[C@@H](c3ccc(Cl)cc3)N2S(=O)(=O)c2ccccc2C)cc1	27.1%	1.5	53	0.2%	Dengue-2 NS5 capping pilot replicate=13.8
Cc1ccc(S(=O)(=O)N2C[C@@H]3[C@H]4CC[C@H](C4)[C@@H]3[C@@H](C)[C@@H]2C2CCCCC2=O)cc1 (stereo not given in full)	-1.6%	3.6	62	0.1%	Dengue-2 NS5 capping pilot replicate=-7.6
O=C1c2ccccc2NC(c2ccc(-c3ccc(C(F)(F)F)cc3)o2)N1O (stereo not given)	-2.4%	12.4	71	-1.8%
O=[N+]([O-])c1ccc(Cl)c(S(=O)(=O)NC2=NCCC2)c1	-10.1%	-1.1	54	1.2%[50 µM]
CNC(=S)Nc1cccc(S(=O)(=O)NCc2ccco2)c1	5.8%	-1.3	47	-1.6%
Going on with the list.
SMILES	Dengue-2 NS5 capping	NTR1 ag	NTR1 ag cell count 20 µM	K1F lysis inhibition	others
O=C1N[C@@H](Cc2ccccc2)COC(=O)[C@@H](Cc2ccc(F)cc2)C/C=C\C[C@@H]1CC(=O)N(CCO)Cc1ccccc1	-6.6%	7.3	54	0.6%
C=CCOc1ccc(/C=N/n2nnnc2N)cc1OC	-6.2%	0.0	63	10.5%
COC(=O)[C@]1(Cc2ccccc2)N[C@H](CN(C)C(=O)c2ccc(C)cc2)[C@@H]2C(=O)N(C)C(=O)[C@@H]21	-4.3%	0.8	46	0.1%	Dengue-2 NS5 capping pilot replicate=-4.2
CNS(=O)(=O)c1cccc(C(=O)OCC(=O)NC2CCCC(C)C2C)c1 (stereo not given)	1.4%	0.6	70	1.1%
Cc1ccc(C)c(N2N=C(C(=O)OCc3nnc(-c4cccs4)o3)CCC2=O)c1	-5.0%	-0.9	69	0.5%[50 µM]
C[C@H](CO)N1C[C@H](C)[C@@H](CN(C)C(=O)NC2CCCCC2)Oc2c(NC(=O)Nc3ccc(C(F)(F)F)cc3)cccc2C1=O	-9.5%	15.3	69	-1.5%
CC1CCCC(NC(=O)COC(=O)Cc2ccc(Cl)cc2)C1C (stereo not given)	-2.9%	-0.4	57	0.7%[50 µM]
CCn1c(C)nc2cc(C(=O)NN=Cc3ccc([N+](=O)[O-])cc3)ccc21	-8.0%	1.0	45	0.6%[50 µM]
CCc1noc(C)c1C(=O)OCC(=O)Nc1ccccc1SC	-4.3%	0.9	73	0.3%[50 µM]
CCc1ccc(CN(C)C(=O)C2=CC=CN3CCS(=O)(=O)N=C23)cc1	-5.8%	1.0	76	2.4%[50 µM]

Grouped by structure: the compounds so far with an NH in an aromatic ring (seven)
SMILES	Dengue-2 NS5 capping	NTR1 ag	NTR1 ag cell count 20 µM	K1F lysis inhibition	others
CN(C)C(=O)CCc1ccc2c3c([nH]c2c1)[C@]1(C)[C@@H](C(=O)N2CCCCC2)C[C@H](CC(=O)NCCCn2ccnc2)C(=O)N1CC3	-5.6%	2.5	65	-0.2%	Dengue-2 NS5 capping pilot replicate=2.7
COc1ccc2[nH]c3c(c2c1)CCN1C(=O)C(CC(=O)NC(C)(C)C)C[C@H](C(=O)N2CCCCC2)[C@@]31CCc1ccccc1 (stereo not given in full)	2.6%	0.8	63	0.4%
O=C1CC/C=C\C[C@@H](CC(=O)N(CCO)Cc2ccccc2)C(=O)N[C@H](Cc2c[nH]c3ccccc23)CO1	3.1%	3.1	61	0.7%
O=C(CSc1n[nH]c(=O)n1C1CC1)Nc1ccc(F)c(Cl)c1	-11.7%	3.8	68	-4.0%
O=C(CSc1ncn[nH]1)Nc1ccc(Br)cc1Br	10.8%	3.2	57	0.3%[50 µM]
COc1ccc2[nH]c3c(c2c1)CCN1C(=O)C(CC(=O)NCCC2=CCCCC2)C[C@H](C(=O)N(C(C)C)C(C)C)[C@@]31C (stereo not given in full)	-3.3%	14.0	56	0.2%
CC(C)N(C(=O)[C@H]1C[C@H](CC(=O)NC(C)(C)C)C(=O)N2CCc3c([nH]c4ccc(Cl)cc34)[C@]12C)C(C)C	-2.6%	8.0	59	-0.3%
